ABHD5 PLIN5 PPI: blocks binding of human ABHD5 to perilipin-5; Q00G26+Q8WTS1; Split G. princeps luciferase complementation, luminescence, 4 h; inhibition, % at 4 µM; hit rate 0.78% among 360,000;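 active = inhibition above the mean inhibition across every tested compound plus 3 SD, cut at about 22% in these data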;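 note: 0% = DMSO only wells and the 100% control is not disclosed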
TLR9-MyD88 block: TLR9-MyD88 interaction inhibition. Q9NR96+Q99836. CHO BLA complementation TLR9-MyD88, CCF4 FRET ratio. inhibition, % at 4.98 µM. hit rate 0.21% among 340,000. AID 504734;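 active = inhibition above the mean over all tested compounds plus 3 SD, cut at about 21% in these data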;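 note: 0% = DMSO only wells and 100% = clavulanate BLA inhibitor control wells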
MC4R antagonist: human MC4R antagonism in cAMP assay. P32245. MC4R-expressing cells, MTII-stimulated cAMP, LANCE TR-FRET. inhibition, % at 6.5 µM. hit rate 0.48% among 360,000. AID 540295;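 active = inhibition above its plate's cutoff, the mean of tested wells on that plate plus 3 SD, cut at about 29% in these data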;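 note: 0% = Melanotan II alone and 100% = Melanotan II plus saturating MCL0020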
Target sequence (P32245 whole entry, looked up): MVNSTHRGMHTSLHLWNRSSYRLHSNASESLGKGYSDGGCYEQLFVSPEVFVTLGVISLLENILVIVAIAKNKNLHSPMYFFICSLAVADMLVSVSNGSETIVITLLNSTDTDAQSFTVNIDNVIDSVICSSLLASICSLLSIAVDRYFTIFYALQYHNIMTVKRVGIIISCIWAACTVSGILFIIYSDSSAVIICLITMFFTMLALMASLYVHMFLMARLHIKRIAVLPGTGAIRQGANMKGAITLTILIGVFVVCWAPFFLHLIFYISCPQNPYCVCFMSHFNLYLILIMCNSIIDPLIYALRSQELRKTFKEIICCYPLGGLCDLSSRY
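system = U2OS cells with stable human MC4R expression | also added = Melanotan II challenge after compound preincubation | dosing = one concentration, 6.5 µM nominal | incubation = compound 30 min, challenge 1 h, detection 1 h | measured by = TR-FRET with Eu-cAMP and labeled anti-cAMP, 671 nm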
MC4R ag barr: activates human MC4R beta-arrestin recruitment; U2OS MC4R beta-arrestin complementation, luminescence; percent of melanotan II response, DMSO zero; activation, % at 8.9 µM; hit rate 0.98% among 360,000;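 active = activation above a per-plate cutoff, the mean activation of sample wells on that plate plus 3 SD, cut at about 8% in these data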
NCOA2 inhibitor: inhibits human steroid receptor coactivator 2 | Q15596 | inhibition, % at 9 µM | hit rate 0.17% among 370,000 | HEK293 GAL4-SRC2 luciferase reporter, luminescence;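 active = inhibition above the mean inhibition of all tested compounds plus 3 SD, set per campaign, cut at about 52% in these data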;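 note: 0% = DMSO treated cells and 100% = cells given Gossypol at 36 µM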
EBV LMP1 NFkB: reduces LMP1-driven NF-kappaB luciferase signal; hit rate 0.69% among 350,000; inhibition, % at 12.5 µM; AID 504558; LMP1-induced NF-kappaB luciferase reporter cells, luminescence; in the data active = inhibition above about 41%; inconclusive = no clear call, values can overlap the other calls;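 note: 0% = neutral control wells and 100% = reference inhibitor control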
LRH-1 inv ag: NR5A2 inverse agonism in reporter assay; AID 602396; hit rate 0.13% among 360,000; HEK293T StAR-luciferase reporter, LRH-1 transfected, 24 h; inhibition, % at 3.6 µM;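 active = inhibition above the mean inhibition of all tested compounds plus 3 SD, cut at about 73% in these data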;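 note: 0% = DMSO wells and 100% = reporter-only cells lacking LRH-1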
NOD2-RIPK2 inh: inhibitors of human NOD2-RIPK2 interaction; CHO BLA complementation NOD2-RIPK2, CCF4 ratio; inhibition, % at 4.98 µM; hit rate 0.38% among 360,000; AID 624267; in the data active = inhibition above about 21%;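 note: 0% = vehicle only and 100% = reference blocker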
Target sequence (O43353 whole entry, looked up): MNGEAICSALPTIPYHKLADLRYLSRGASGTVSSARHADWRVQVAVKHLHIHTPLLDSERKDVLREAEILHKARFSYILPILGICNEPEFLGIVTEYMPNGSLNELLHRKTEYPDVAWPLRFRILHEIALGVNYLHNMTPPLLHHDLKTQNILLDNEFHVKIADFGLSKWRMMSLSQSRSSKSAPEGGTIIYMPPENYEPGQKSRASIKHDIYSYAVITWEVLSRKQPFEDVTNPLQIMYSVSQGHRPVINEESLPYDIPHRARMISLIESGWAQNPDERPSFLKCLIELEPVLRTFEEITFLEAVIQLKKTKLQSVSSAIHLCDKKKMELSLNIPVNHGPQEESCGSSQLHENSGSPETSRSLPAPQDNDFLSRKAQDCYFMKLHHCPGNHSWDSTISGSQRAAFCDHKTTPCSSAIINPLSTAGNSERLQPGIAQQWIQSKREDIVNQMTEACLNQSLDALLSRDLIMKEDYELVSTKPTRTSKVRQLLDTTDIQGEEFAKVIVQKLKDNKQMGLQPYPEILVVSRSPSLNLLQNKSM
NCOA3 inh: human NCOA3 inhibition. HEK293 GAL4-SRC3 luciferase reporter, luminescence. Q9Y6Q9. AID 588352. inhibition, % at 3.6 µM. hit rate 0.17% among 360,000;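 active = inhibition above a per-campaign cutoff, the mean of all compounds plus 3 SD, cut at about 60% in these data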;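 note: 0% = DMSO-treated cells and 100% = gossypol-treated cells at 36 µM; higher means less SRC3-driven luciferase light from the GAL4 reporter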
NCOA1 inh: inhibitors of human steroid receptor coactivator 1 (SRC1); Q15788; HEK293 GAL4-SRC1 luciferase reporter, luminescence; hit rate 0.12% among 360,000; inhibition, % at 3.6 µM;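 active = inhibition above the campaign mean plus 3 SD, with each screening campaign given its own cutoff, cut at about 60% in these data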;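 note: 0% = DMSO treated cells and 100% = gossypol at 36 µM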
COUP-TFII inh: inhibitors of human COUP-TFII (NR2F2) | HEK293T NGFI-A luciferase reporter, luminescence | inhibition, % at 8.6 µM | P24468 | hit rate 0.7% among 370,000;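 active = inhibition above a per-plate cutoff, mean inhibition of test wells between control levels plus 3 SD, cut at about 38% in these data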;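 note: cells cotransfected with COUP-TFII expression vector driving the NGFI-A reporter; 0% = median of COUP-TF2 test wells and 100% = reporter-only cells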
The depositor's hits bear a star; ? = inconclusive; nt = not tested or not shown. This is a subset, so the mix of outcomes need not match the whole.

SMILES | ABHD5 PLIN5 PPI | TLR9-MyD88 block | MC4R antagonist | MC4R ag barr | NCOA2 inhibitor | EBV LMP1 NFkB | LRH-1 inv ag | NOD2-RIPK2 inh | NCOA3 inh | NCOA1 inh | COUP-TFII inh
O=S(=O)(c1ccc(NC(=S)Nc2ccc(OC(F)F)cc2)cc1)N1CCOCC1 | 1 | -3 | -7 | 7.0 | -1 | 2 | 18 | -28 | 26 | 14 | 13
O=C(NC1=NCCS1)c1cc2ccccc2o1 | 4 | 7 | -2 | -2.9 | -44 | ? | -175 | -2 | -132 | -95 | -20
CCSCc1nc2ccccn2c1Br | -5 | -5 | 17 | -3.6 | -7 | -3 | 0 | -1 | 5 | -6 | 15
COc1ccc(C)cc1N1CC(C(=O)Nc2ccccc2C(=O)NC2CC2)CC1=O (stereo not given) | -2 | -5 | 11 | -0.4 | -5 | 0 | -1 | -10 | 4 | 1 | 2
CCNC(=O)COc1ncnc2scc(-c3ccc(F)cc3)c12 | 6 | -8 | 3 | 0.6 | 1 | -2 | -9 | 6 | -13 | -1 | 6
CCOc1ccc(-c2noc(CCCC(=O)NCC3CCCO3)n2)cc1OC (stereo not given) | -5 | 13 | 2 | 0.3 | 1 | 7 | 0 | -2 | -24 | 6 | 16
COc1ccc(NC(=O)CSc2nnc3ccc(-c4ccccn4)nn23)c(OC)c1 | 3 | 4 | 3 | -2.1 | 15 | -5 | 5 | 3 | 0 | -1 | 1
COC(=O)[C@@H]1C[C@H]2CC[C@H](O)C[C@H]2N1Cc1ccccc1OC(=O)c1cccs1 | -4 | 0 | 2 | 0.1 | 9 | 5 | -2 | 1 | 1 | -7 | 12
O=C(CSc1nnc(-c2ccc3c(c2)OCCO3)o1)N1CCCC1 | 14 | 6 | 16 | 0.4 | -48 | 2 | -120 | -5 | -56 | -74 | -20
O=C(c1ccco1)N1CCN(C(=O)c2cnn3cccnc23)CC1 | 1 | 4 | 5 | -0.3 | -5 | 20 | -7 | -4 | 5 | 3 | -7
Cc1ccc(C2(C)NC(=O)N(CC(=O)Nc3ccccc3C(=O)NC3CCCC3)C2=O)cc1 (stereo not given) | 0 | -1 | 5 | -4.3 | 3 | -2 | 6 | 4 | -6 | -31 | 20
CC(=O)c1c(-c2ccccc2)c2cc(Cl)ccc2[nH]c1=O | -4 | 0 | 17 | 3.8 | -15 | 2 | 11 | 4 | 18 | -33 | 6

A portion from the list above, for reference:
SMILES | ABHD5 PLIN5 PPI | TLR9-MyD88 block | MC4R antagonist | MC4R ag barr | NCOA2 inhibitor | EBV LMP1 NFkB | LRH-1 inv ag | NOD2-RIPK2 inh | NCOA3 inh | NCOA1 inh | COUP-TFII inh
O=S(=O)(c1ccc(NC(=S)Nc2ccc(OC(F)F)cc2)cc1)N1CCOCC1 | 1 | -3 | -7 | 7.0 | -1 | 2 | 18 | -28 | 26 | 14 | 13
O=C(NC1=NCCS1)c1cc2ccccc2o1 | 4 | 7 | -2 | -2.9 | -44 | ? | -175 | -2 | -132 | -95 | -20
CCSCc1nc2ccccn2c1Br | -5 | -5 | 17 | -3.6 | -7 | -3 | 0 | -1 | 5 | -6 | 15
COc1ccc(C)cc1N1CC(C(=O)Nc2ccccc2C(=O)NC2CC2)CC1=O (stereo not given) | -2 | -5 | 11 | -0.4 | -5 | 0 | -1 | -10 | 4 | 1 | 2
CCNC(=O)COc1ncnc2scc(-c3ccc(F)cc3)c12 | 6 | -8 | 3 | 0.6 | 1 | -2 | -9 | 6 | -13 | -1 | 6
CCOc1ccc(-c2noc(CCCC(=O)NCC3CCCO3)n2)cc1OC (stereo not given) | -5 | 13 | 2 | 0.3 | 1 | 7 | 0 | -2 | -24 | 6 | 16
COc1ccc(NC(=O)CSc2nnc3ccc(-c4ccccn4)nn23)c(OC)c1 | 3 | 4 | 3 | -2.1 | 15 | -5 | 5 | 3 | 0 | -1 | 1
COC(=O)[C@@H]1C[C@H]2CC[C@H](O)C[C@H]2N1Cc1ccccc1OC(=O)c1cccs1 | -4 | 0 | 2 | 0.1 | 9 | 5 | -2 | 1 | 1 | -7 | 12
O=C(CSc1nnc(-c2ccc3c(c2)OCCO3)o1)N1CCCC1 | 14 | 6 | 16 | 0.4 | -48 | 2 | -120 | -5 | -56 | -74 | -20

The list continues:
SMILES | ABHD5 PLIN5 PPI | TLR9-MyD88 block | MC4R antagonist | MC4R ag barr | NCOA2 inhibitor | EBV LMP1 NFkB | LRH-1 inv ag | NOD2-RIPK2 inh | NCOA3 inh | NCOA1 inh | COUP-TFII inh
CCOC(=O)CN1C(=O)SC(Nc2ccc(C)cc2)C1=O (stereo not given) | -4 | -7 | 1 | -2.5 | 1 | 15 | -1 | -9 | 5 | -2 | -8
CCCNC(=O)c1c(N)n(-c2cc(OC)cc(OC)c2)c2nc3ccccc3nc12 | -2 | -3 | -5 | -1.9 | 12 | 12 | -7 | -2 | 23 | -11 | -1
COc1ccc(-c2csc(NC(=O)CS(=O)(=O)c3ccccc3)n2)c(OC)c1 | 7 | 4 | 2 | 0.8 | -30 | 5 | -20 | -1 | -24 | -2 | 4
CC(=O)c1ccccc1OCCOCCOc1ccccc1C(C)=O | 2 | 0 | 5 | -2.7 | 10 | 6 | -10 | -8 | 19 | -12 | -5
CCN(CC)C(=O)C(=O)N/N=C/c1ccc(Br)cc1 | 1 | 6 | -6 | 4.2 | 16 | -1 | -21 | -7 | 1 | 15 | -7
CC(=O)C1=NOC2C(=O)N(c3ccccc3)C(=O)C12 (stereo not given) | 4 | -2 | 5 | -0.9 | 2 | 1 | 9 | 1 | 9 | 7 | 21
Cc1ccccc1C(=O)c1cccn1CC(=O)NCc1ccc2c(c1)OCO2 | 2 | -6 | 3 | -0.8 | -35 | -9 | -26 | 1 | -8 | -16 | 3
CC1CN(C(=O)COC(=O)c2nn(-c3ccccc3)c(=O)c3ccccc23)CC(C)O1 (stereo not given) | 4 | -1 | 1 | 2.5 | -1 | -3 | 5 | -13 | 12 | -6 | -15
O=C(Nc1ccc(Cl)cc1)c1cc2nc(C3CC3)cc(C(F)(F)F)n2n1 | -3 | -4 | -1 | -0.1 | -18 | -16 | -23 | -2 | -4 | 8 | -7
CCN(CC)CCn1c(=S)[nH]c2cc(C(=O)NCCc3ccc(OC)c(OC)c3)ccc2c1=O | 2 | -7 | 7 | -1.5 | -11 | 1 | -16 | 2 | 2 | -9 | -2
CCOC(=O)c1sc(-c2ccc(Cl)cc2Cl)nc1O | -6 | 10 | 5 | 3.3 | -4 | -3 | 1 | -4 | 18 | -6 | -16
CC(C)(C)c1ccc(S(=O)(=O)NCc2ccccn2)cc1 | -6 | -2 | 4 | 0.8 | -23 | -3 | 11 | -2 | -5 | 3 | -7
CC(C)N1CCC(C)(C(=O)Nc2ccc(-n3cccc3)cc2)C1 (stereo not given) | -4 | nt | 5 | 0.2 | -2 | nt | 4 | 5 | -11 | -15 | 4
CCNC(=O)NC(C(=O)OC)C12CC3CC(CC(C3)C1)C2 (stereo not given) | -7 | -2 | 1 | -2.0 | -51 | 6 | -1 | 2 | 12 | -2 | 4
CCC(C)NC(=O)c1cn(CCOC)c(=O)c2c1c1ccccc1n2C (stereo not given) | -6 | -9 | 21 | -2.2 | -10 | -1 | 4 | 8 | 5 | 3 | -5
C=C(C)C(=O)OCC(C)C | 3 | -3 | -12 | -0.2 | 0 | -2 | 5 | -1 | 5 | -3 | -32
Cc1[nH]c2ccccc2c1C(=O)CN1CCCCC1CCO (stereo not given) | -1 | -8 | 11 | -1.1 | 13 | -12 | 17 | 1 | 7 | -2 | -8

Compound activity deposited in PubChem by several laboratories.
